# Rab2A wt mod: changes GTP binding to wildtype dog Rab2A, up or down; GST-Rab2 wt beads, Bodipy-GTP binding, flow cytometry; AID 760; P61105; 190,000 tested, 0.19% active; GTP binding activity, % at 10 µM;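 active means GTP binding activity at least 20 points away from 100%, either lowered or raised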;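 further: 0% = beads with excess unlabeled GTP and 100% = no-compound control corrected for plate trend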
# Mcl1 Noxa PPI: disrupts binding of human Mcl-1 to Noxa peptide; TR-FRET Mcl-1/Noxa peptide binding, 2 h; AID 1022; inhibition, % at 21.7 µM; Q07820; 220,000 tested, 1.5% active;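 active means compounds that cut the protein-peptide binding signal by more than 50% relative to plate controls in a single-dose test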;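 further: His-tagged Mcl-1 with rhodamine Noxa BH3 peptide and terbium anti-His antibody; 0% = Mcl-1 plus Noxa peptide wells and 100% = peptide-only wells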
# Target sequence (Q07820 whole entry, looked up): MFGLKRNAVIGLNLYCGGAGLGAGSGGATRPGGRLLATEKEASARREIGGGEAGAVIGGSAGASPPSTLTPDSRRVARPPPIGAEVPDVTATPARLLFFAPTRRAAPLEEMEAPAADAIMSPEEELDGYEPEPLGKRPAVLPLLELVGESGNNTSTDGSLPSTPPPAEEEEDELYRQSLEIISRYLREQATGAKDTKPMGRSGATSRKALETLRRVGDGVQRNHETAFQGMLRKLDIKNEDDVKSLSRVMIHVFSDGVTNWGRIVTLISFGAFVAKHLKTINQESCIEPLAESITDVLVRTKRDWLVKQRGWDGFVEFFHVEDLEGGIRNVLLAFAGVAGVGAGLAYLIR
# Rab7 wt GTP bind: dog Rab7 wildtype GTP binding, inhibitors and activators; GST-Rab7 beads, fluorescent GTP binding, flow cytometry; actives lie on both sides; untreated = 100%, excess cold GTP = 0%; GTP binding activity (percent of control), % at 10 µM; 190,000 tested, 0.055% active; AID 758;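 active means fluorescent GTP binding to Rab7 beads changed by at least 20 points from the 100% baseline, either direction, mostly lower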;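 further: median green fluorescence of bound Bodipy-FL-GTP per Rab7 bead population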
# Mcl-1 Bim block: human Bim-Mcl-1 interaction inhibition | inhibition, % at 10 µM | 190,000 tested, 0.1% active | Q07820 | Bead-based flow cytometry, Bim peptide-Mcl-1 binding; in the data active means inhibition above about 40%;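 further: 0% = no compound tracer wells and 100% = peptide blocker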
# Pf gametocyte: P. falciparum stage V gametocyte viability inhibition; P. falciparum stage V gametocytes, ATP luminescence, 24 h; inhibition, % at 10.9 µM; 150,000 tested, 0.065% active; AID 743093;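 active means inhibition above the mean plus 3 SD of compounds within the control limits, set per campaign, cut at about 38% in these data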;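 further: 0% = DMSO wells and 100% = medium only without gametocytes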
# Mcl1 Bid PPI: disrupts binding of human Mcl-1 to Bid peptide | Q07820 | TR-FRET Mcl-1/Bid-Dy647 peptide binding, 1536-well | inhibition, % at 21.7 µM | 220,000 tested, 0.97% active | AID 1021;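 active means compounds that cut the binding signal by more than half at the single screening dose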;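 further: His-tagged Mcl-1 with europium anti-His antibody binding Bid BH3 peptide; 0% = Mcl-1 plus peptide wells and 100% = peptide-only wells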
# Rac1 act GTP bind: modulators of GTP binding to human Rac1 activated mutant; percent activity (GTP binding), % at 10 µM; AID 764; GST-Rac1 activated beads, fluorescent GTP binding, flow cytometry; actives lie on both sides; 100% means binding = to untreated wells; 190,000 tested, 0.11% active; P63000;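 active means GTP binding at least 20 percentage points away from the 100% baseline, in either direction, so actives lie on both sides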
# Cdc42 wt: changes GTP binding to wildtype human Cdc42 | 190,000 tested, 0.2% active | P60953 | AID 761 | GST-Cdc42 beads, Bodipy-GTP binding, flow cytometry; actives lie on both sides | percent activity (GTP binding), % at 10 µM;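 active means percent activity GTP binding at least 20 points away from the 100% baseline, either down as inhibitor or up as activator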;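 further: median bead fluorescence of bound Bodipy-FL-GTP at 100 nM; 0% = excess unlabeled GTP control and 100% = no compound control; below 100% means less GTP binding so inhibitor and above means activator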
# Target sequence (P60953 whole entry, looked up): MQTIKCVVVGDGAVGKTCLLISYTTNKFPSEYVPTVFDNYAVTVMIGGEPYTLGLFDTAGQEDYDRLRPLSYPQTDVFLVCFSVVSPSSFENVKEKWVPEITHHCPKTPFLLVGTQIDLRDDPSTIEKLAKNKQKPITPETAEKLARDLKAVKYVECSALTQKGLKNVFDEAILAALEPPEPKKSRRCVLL
# Avidin bead fluor: compound fluoresces at 488/530 nm on avidin beads | compound fluorescence 488/530 nm, flow cytometry; active compounds read high | fluorescence (KMESF) at 10 µM | 220,000 tested, 0.38% active; in the data active means fluorescence above about 47; further: inactives centre near 10
# Rac1 wt modul: modulators of human Rac1 wildtype GTP binding. GST-Rac1 beads, fluorescent GTP binding, flow cytometry; actives lie on both sides; 0 = cold GTP competed, 100 = untreated. 190,000 tested, 0.27% active. GTP binding activity (% of control), % at 10 µM. P63000. AID 757;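 active means GTP binding activity at least 20 points away from the 100% control level, either lower or higher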
# HRas wt GTP bind: modulators of GTP binding to human HRas wildtype | P01112 | GST-Ras wt beads, Bodipy-FL-GTP binding, flow cytometry; actives lie on both sides | GTP binding activity, % at 10 µM | 190,000 tested, 0.14% active | AID 759;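 active means GTP binding activity at least 20% away from the 100% baseline, either lowered as inhibitor or raised as activator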;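 further: 0% = unlabeled GTP competition control and 100% = no-compound control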
# Target sequence (P01112 whole entry, looked up): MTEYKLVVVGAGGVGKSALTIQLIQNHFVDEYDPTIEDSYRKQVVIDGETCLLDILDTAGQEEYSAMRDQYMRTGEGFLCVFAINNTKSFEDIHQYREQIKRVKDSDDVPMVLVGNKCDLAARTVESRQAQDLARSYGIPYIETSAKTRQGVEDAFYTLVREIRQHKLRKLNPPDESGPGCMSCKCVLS
# The depositor's hits bear a star; . = not tested or not shown.
no.	molecule	Rab2A wt mod	Mcl1 Noxa PPI	Rab7 wt GTP bind	Mcl-1 Bim block	Pf gametocyte	Mcl1 Bid PPI	Rac1 act GTP bind	Cdc42 wt	Avidin bead fluor	Rac1 wt modul	HRas wt GTP bind
1	CC(C)(C)n1nnnc1C(c1ccccc1F)N1CCN(C2CCCC2)CC1 (centres undefined)	99.0	-1.1	100.0	-8.0	-2.7	-15.5	100.0	102.0	28	105.0	100.0
2	CCCC(=O)NC(=S)Nc1cccc2c(O)cccc12	89.0	27.9	93.0	0.0	1.0	-3.6	92.0	91.0	11	92.0	92.0
3	COc1ccc(CN2C(=O)c3ccccc3C2C(=O)NCC2CCCO2)c(OC)c1 (centres undefined)	103.0	8.9	104.0	-2.0	26.0	-8.4	103.0	103.0	24	112.0	105.0
4	CCOC(=O)C1CCN(c2nc(-c3ccccc3)nc3c2oc2ccccc23)CC1	95.0	4.8	90.0	0.0	.	-26.9	95.0	92.0	18	92.0	94.0
5	CCn1c(SCc2ccccc2)nnc1-c1cccnc1	97.0	-0.1	105.0	1.0	7.5	-11.9	96.0	99.0	13	100.0	98.0
6	CCCCCSc1nnc(-c2ccccc2NC(C)=O)c(=O)[nH]1	96.0	18.0	96.0	0.0	-7.5	13.6	91.0	97.0	8	94.0	95.0
7	CC(C)C(=O)Nc1ccc(N2CCCC2)cc1	101.0	1.7	101.0	-2.0	.	-13.3	101.0	100.0	12	105.0	100.0
8	CCc1ccccc1OCC(=O)Nc1ccc(S(N)(=O)=O)cc1	96.0	1.9	93.0	-3.0	-14.5	-6.2	97.0	102.0	33	96.0	99.0
9	CC(NC(=S)Nc1ccccc1Cl)C(c1ccccc1)N1CCOCC1 (centres undefined)	101.0	13.7	101.0	0.0	-2.1	-8.7	99.0	98.0	4	107.0	100.0
10	Cc1cc(C)cc(OCc2nnc(SCC(=O)c3ccc(Br)cc3)o2)c1	97.0	-9.5	104.0	-8.0	-11.0	-20.3	96.0	101.0	36	104.0	100.0
11	CCOc1ccc(-c2nc(CSc3nncs3)cs2)cc1OC	100.0	7.6	99.0	-1.0	8.4	-5.0	100.0	101.0	6	102.0	100.0
12	CCC1(C)CC(CC(=O)O)(c2ccccc2OC)CCO1 (centres undefined)	102.0	-21.6	100.0	-3.0	4.0	-19.5	99.0	104.0	15	101.0	104.0
13	C=CCn1cccc(C(=O)Nc2cc(OC)c(OC)c(OC)c2)c1=O	92.0	13.3	92.0	0.0	-8.5	-11.8	94.0	94.0	19	95.0	94.0
14	C=CCNC1=C(Cl)C(=O)N(c2ccccc2Cl)C1=O	102.0	1.3	104.0	2.0	15.8	-20.9	100.0	105.0	6	105.0	102.0
15	CCCc1ccc(-c2cc(C(=O)NCCc3ccc(S(N)(=O)=O)cc3)c3ccccc3n2)cc1	97.0	-3.9	95.0	4.0	.	13.2	98.0	96.0	19	100.0	96.0
16	COc1cc(S(=O)(=O)n2nc(C)cc2C)c(OC)cc1Cl	98.0	3.1	100.0	-6.0	18.6	-16.9	99.0	95.0	10	100.0	97.0
17	COc1ccc(Cl)cc1NC(=O)C(C)OC(=O)c1ccc(NS(=O)(=O)c2ccc3[nH]c(=O)[nH]c3c2)cc1 (centres undefined)	95.0	26.8	98.0	-4.0	-20.7	-0.2	95.0	95.0	8	101.0	97.0
18	Cn1cc(SCC(=O)Nc2ccc3c(c2)OCCO3)c2ccccc21	98.0	6.8	98.0	3.0	.	-35.1	97.0	99.0	6	101.0	99.0
19	COc1cc(OC)cc(-c2nnc(SCC(=O)N3CCCc4ccccc43)o2)c1	103.0	2.7	103.0	-3.0	-9.7	20.2	100.0	103.0	8	102.0	103.0
20	CC(C)c1onc(C(=O)N2CCCCCC2)c1[N+](=O)[O-]	95.0	4.6	98.0	-3.0	-19.7	5.5	93.0	94.0	10	98.0	94.0
21	CCOC(=O)c1[nH]c2ccccc2c1NC(=O)c1ccc(S(=O)(=O)N2CCCCC2)cc1	101.0	-15.4	101.0	-1.0	.	-3.2	97.0	100.0	7	105.0	102.0
22	C/C(Cc1ccccc1)=N\NC(=O)c1cc(C(C)(C)C)[nH]n1	95.0	1.8	97.0	-1.0	12.1	-1.8	95.0	93.0	6	100.0	95.0
23	Oc1cc2ccccc2cc1-c1n[nH]c(=S)n1Cc1ccco1	94.0	25.7	97.0	0.0	-30.2	-10.7	95.0	95.0	5	102.0	97.0
24	COc1cccc(N2CCN(S(=O)(=O)c3ccc4nc(-c5ccccc5)[nH]c4c3)CC2)c1	95.0	9.5	99.0	2.0	32.9	-10.6	95.0	97.0	6	97.0	99.0
25	CC(C)Oc1ccccc1C(=O)NC(CO)C(=O)O (centres undefined)	95.0	1.8	95.0	0.0	0.6	-40.5	96.0	95.0	10	96.0	94.0
26	Cn1c(Cn2nnc3ccccc32)nnc1SCC(=O)N1CCc2ccccc21	103.0	1.7	104.0	-1.0	8.0	-0.9	96.0	99.0	12	97.0	100.0
27	COc1ccc(C(C)=O)cc1COC(=O)c1cccc(N(C)C)c1	103.0	15.2	98.0	-1.0	5.5	-109.5	99.0	100.0	11	102.0	102.0
28	CCOC(=O)c1c(C)[nH]c(C)c1C(=O)CSc1nnc(-c2ccncc2)n1C	103.0	16.8	100.0	0.0	-17.6	-26.7	99.0	104.0	36	103.0	102.0
29	O=C(c1ccc(S(=O)(=O)N2CCOCC2)cc1)N1CCOCC1	99.0	7.0	101.0	1.0	-30.6	-19.7	97.0	99.0	9	101.0	98.0
30	Cc1cc(C)nc(-n2nc(C)cc2NC(=O)c2ccc(F)cc2F)n1	92.0	-0.1	104.0	1.0	4.2	-4.7	93.0	95.0	11	92.0	95.0
31	OC(CCCCN1CCCCC1)c1ccccc1 (centres undefined)	102.0	-10.7	101.0	-6.0	16.1	-20.9	100.0	105.0	6	106.0	102.0
32	Cc1csc(Sc2ccc(S(=O)(=O)N3CCCC3)cn2)n1	97.0	5.1	95.0	1.0	-20.9	-5.4	97.0	99.0	11	98.0	95.0
33	O=C(C1CCCN1S(=O)(=O)c1cccc2cccnc12)N1CCc2ccccc2C1 (centres undefined)	105.0	3.9	103.0	3.0	.	-14.1	102.0	106.0	9	109.0	104.0
34	CCOc1cc(S(=O)(=O)N(Cc2ccccc2)Cc2ccccc2)c(OCC)cc1-n1cnnn1	106.0	5.0	103.0	0.0	-6.8	-13.9	102.0	105.0	15	103.0	106.0
35	OC(COc1ccc(CN2CCSCC2)cc1)CN1CCCCC1 (centres undefined)	99.0	20.8	107.0	-1.0	-5.1	-24.9	97.0	95.0	3	99.0	97.0
36	COC(=O)CC1Oc2ccc(C)cc2NC1=O (centres undefined)	105.0	2.4	105.0	-1.0	.	-13.8	101.0	103.0	7	109.0	102.0
37	O=c1cc(-c2ccc([N+](=O)[O-])cc2)c2ccc(O)cc2o1	97.0	30.8	104.0	-1.0	3.7	-17.3	91.0	94.0	12	95.0	97.0
38	O=C(O)CSCc1cn2cc(Cl)ccc2n1	97.0	-9.0	94.0	0.0	.	-41.3	97.0	86.0	12	105.0	97.0
39	CCOc1ccccc1NC(=O)CSc1nnc(Cn2c(=O)sc3ccccc32)n1C	97.0	-22.6	100.0	-1.0	.	0.7	98.0	98.0	26	102.0	99.0
40	Cc1ccc(-c2cc(C(=O)OCC(=O)Nc3ncc(C(F)(F)F)cc3Cl)c3ccccc3n2)cc1	101.0	2.4	100.0	-2.0	10.8	-2.2	98.0	106.0	6	101.0	102.0
41	CC(C)c1ccccc1NC(=O)COC(=O)Cc1ccsc1	99.0	7.9	100.0	-7.0	-15.7	-0.2	100.0	101.0	11	104.0	100.0
42	O=C(Cc1ccccc1)c1ccc2c(c1)OCCO2	100.0	-3.6	99.0	-2.0	-21.4	-18.5	99.0	101.0	9	101.0	99.0
43	CCOC(=O)C1C(=O)NC(SCC(=O)OC)=C(C#N)C1c1ccccc1OCC (centres undefined)	90.0	-6.3	89.0	-9.0	.	1.5	91.0	95.0	13	91.0	94.0
44	Cc1ccc(C(=O)NNC(=O)C2CCCN(c3ncccn3)C2)cc1 (centres undefined)	101.0	2.2	96.0	0.0	.	-3.2	97.0	98.0	26	98.0	100.0
45	C#CCOCCOCCOCCNc1nc(N2CCN(C(=O)[C@H](Cc3ccc(O)cc3)n3cc([C@@H](N)C(C)CC)nn3)CC2)nc(N2CCN(C(=O)[C@H](Cc3cc4ccccc4[nH]3)n3cc([C@@H](N)C(C)CC)nn3)CC2)n1 (some centres undefined)	98.0	43.6	94.0	-2.0	.	68.8*	99.0	98.0	5	99.0	99.0
46	CC(C)(O)C#Cc1ccc(CN2CCN(Cc3ccccc3)C(CCO)C2)cc1 (centres undefined)	97.0	10.3	96.0	3.0	-7.5	-48.5	94.0	96.0	7	98.0	95.0
47	CC1(C)NC(=O)N(CC(=O)OCC(=O)Nc2sccc2C#N)C1=O	97.0	32.3	104.0	-3.0	20.7	-32.4	96.0	98.0	12	99.0	99.0
48	O=C1CC(c2ccccc2)=Nc2ccccc2N1Cc1ccccc1	97.0	11.9	92.0	3.0	-1.5	3.2	98.0	101.0	16	101.0	97.0
49	NS(=O)(=O)c1ccc(CCNS(=O)(=O)c2ccccc2)cc1	95.0	17.7	97.0	2.0	7.1	-25.7	100.0	104.0	10	101.0	97.0
50	COc1ccccc1-n1ccnc1SCC(=O)NC(C)(C)C	96.0	-2.5	97.0	-7.0	24.6	-19.2	95.0	98.0	13	98.0	96.0
51	NC(=O)C1(N2CCCCC2)CCN(S(=O)(=O)c2cc(Cl)ccc2Cl)CC1	107.0	-5.8	101.0	0.0	.	-22.8	102.0	105.0	7	110.0	105.0
52	CCN(CC)CCN(C(=O)c1ccc2c(c1)CCCC2)c1nc2ccc(F)cc2s1	97.0	6.1	100.0	2.0	17.6	-20.1	96.0	96.0	10	97.0	95.0
53	CSc1nc(N(C)C)nc(N(C)C#N)n1	97.0	18.2	96.0	-3.0	-4.4	-18.1	97.0	100.0	6	100.0	96.0
54	Cc1cc(-c2ccccc2)n(-c2ccc(C(=O)NC(C)C)cc2)n1	102.0	-5.7	102.0	0.0	.	-32.6	99.0	105.0	27	103.0	105.0

# Of the compounds above, these have a nitro group on carbon.
no.	molecule	Rab2A wt mod	Mcl1 Noxa PPI	Rab7 wt GTP bind	Mcl-1 Bim block	Pf gametocyte	Mcl1 Bid PPI	Rac1 act GTP bind	Cdc42 wt	Avidin bead fluor	Rac1 wt modul	HRas wt GTP bind
20	CC(C)c1onc(C(=O)N2CCCCCC2)c1[N+](=O)[O-]	95.0	4.6	98.0	-3.0	-19.7	5.5	93.0	94.0	10	98.0	94.0
37	O=c1cc(-c2ccc([N+](=O)[O-])cc2)c2ccc(O)cc2o1	97.0	30.8	104.0	-1.0	3.7	-17.3	91.0	94.0	12	95.0	97.0

# Screens deposited in PubChem by several laboratories.
